Compound activity: PubChem, several laboratories
KKLEB cytotox: reduces viability of KKLEB cystic fibrosis airway cells. KKLEB CF airway cells viability, ATPlite luminescence, overnight; hits give low values; cells stimulated with P. aeruginosa culture filtrate. activity change (cytotoxicity), % at 5 µM. 360,000 tested, 0.36% active;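 active = corrected activity change at or below -50% at 5 µM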
HIF-2a block: blocks HIF-2a reporter activity; 786-0 RCC cells HIF-2a reporter, luciferase luminescence, overnight; inhibition, % at 18.8 µM; 360,000 tested, 0.72% active;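 active = inhibition of the luminescence signal of 40% or more relative to plate controls, in a single-dose primary screen at 18.75 µM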
PDI turbidity: PDI (human) enzyme inhibition; inhibition, % at 10 µM; 350,000 tested, 0.052% active; AID 588391; PDI insulin aggregation turbidity, A650, 90 min;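 active = mean inhibition across replicates of 30% or more, whatever share of single replicates reach that level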;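 note: absorbance from insulin aggregation driven by PDI reduction with DTT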
Target sequence (P07237 whole entry, looked up): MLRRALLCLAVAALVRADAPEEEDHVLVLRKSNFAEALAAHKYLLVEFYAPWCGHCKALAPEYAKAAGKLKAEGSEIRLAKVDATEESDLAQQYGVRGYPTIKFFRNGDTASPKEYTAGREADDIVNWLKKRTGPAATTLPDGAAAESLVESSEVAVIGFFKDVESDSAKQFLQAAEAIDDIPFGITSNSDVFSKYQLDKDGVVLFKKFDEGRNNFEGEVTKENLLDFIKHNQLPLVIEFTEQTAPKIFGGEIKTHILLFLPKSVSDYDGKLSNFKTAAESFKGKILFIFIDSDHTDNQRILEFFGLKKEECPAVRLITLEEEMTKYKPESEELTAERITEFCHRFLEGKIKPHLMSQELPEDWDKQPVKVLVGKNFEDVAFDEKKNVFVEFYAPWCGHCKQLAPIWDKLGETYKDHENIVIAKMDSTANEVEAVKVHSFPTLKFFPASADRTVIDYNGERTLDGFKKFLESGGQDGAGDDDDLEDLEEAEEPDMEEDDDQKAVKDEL
NR2E3 ag-1: agonists of human nuclear receptor NR2E3. GST-NR2E3/biotin-RetCOR TR-FRET, 1536-well. Q9Y5X4. AID 2300. inhibition of corepressor binding, % at 4.78 µM. 320,000 tested, 0.12% active;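 active = percent inhibition above the cutoff of mean plus 3 SD of all tested compounds, set per screening campaign, cut at about 20% in these data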;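 note: 0% = DMSO wells and 100% = biotin wells as full block of FRET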
Target sequence (Q9Y5X4 whole entry, looked up): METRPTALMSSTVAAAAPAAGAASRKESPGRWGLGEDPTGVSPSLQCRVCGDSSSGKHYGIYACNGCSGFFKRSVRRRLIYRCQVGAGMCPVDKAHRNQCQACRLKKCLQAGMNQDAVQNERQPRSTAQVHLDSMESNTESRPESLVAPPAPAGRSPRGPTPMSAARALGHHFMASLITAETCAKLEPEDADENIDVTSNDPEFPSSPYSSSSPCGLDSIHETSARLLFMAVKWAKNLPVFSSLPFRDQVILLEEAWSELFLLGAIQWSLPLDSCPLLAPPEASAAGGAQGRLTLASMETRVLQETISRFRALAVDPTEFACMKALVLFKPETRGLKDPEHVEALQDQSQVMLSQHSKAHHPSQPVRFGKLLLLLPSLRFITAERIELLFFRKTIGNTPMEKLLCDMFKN
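Material: NR2E3–RetCOR corepressor complex / Incubation: Compound–protein incubation for 5 h at 4 °C / Dosing: compound at 4.8 µM, single dose / Detection: time-resolved FRET / Benchmarks: high control biotin, low control 0.6% DMSO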
Peg3 promoter: Peg3 promoter activity inhibition | inhibition, % at 20 µM | HeLa PEG-Prom luciferase reporter, luminescence, overnight | AID 588405 | 360,000 tested, 1.7% active;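 active = inhibition of at least 50% at 20 µM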
Vif inh: HIV Vif inhibition | 340,000 tested, 0.35% active | inhibition, % at 7.49 µM | HEK293T cells, Vif self-association by quenched fluorescence, imaging, 24 h; in the data active = inhibition above about 50%, passing the limit was not always enough; note: some results filed as inactive read as strong as hits
CF NFkB block: blocks PAF-induced NF-kB reporter in cystic fibrosis cells; AID 588850; inhibition, % at 5 µM; 360,000 tested, 0.86% active; KKLEB NF-kB-GFP reporter, GFP fluorescence overnight;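 active = at least 50% inhibition at 5 µM, scaled per plate between neutral and stimulator controls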;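 note: PAF is a Pseudomonas aeruginosa culture filtrate used as stimulus; plate controls were PAF-stimulated DMSO wells for no effect and unstimulated DMSO wells for full effect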
MITF TRPM1 inh: reduces MITF-dependent TRPM1 promoter luciferase signal; SK-MEL-5 TRPM1 promoter luciferase, 24 h; inhibition, % at 12.5 µM; 330,000 tested, 0.83% active;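 active = mean inhibition across replicates of 60% or more, whatever share of single replicates reaches that level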; note: values of inactives mirror those of a sister screen read the other way
CaV13 FRET inh: Disruptors of the CACNA1D IQ motif to Ca2+-dependent inactivation inhibitor domain association, primary screening, Förster resonance energy transfer in intact living … | HEK cells, CFP/YFP FRET ICDI-IQ, plate reader, 10 min; percent FRET-ratio fall versus neutral wells | 340,000 tested, 0.098% active | AID 743397 | inhibition, % at 12.3 µM;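 active = mean replicate inhibition of at least 30% and at least 1% of replicates passing that level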;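 note: 0% = median of the neutral control wells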
Shn3 inh set2: reduces Shn3 3'UTR luciferase signal in osteoblasts | Clone20 osteoblast Shn3 3'UTR firefly luciferase, 24 h | inhibition, % at 12.5 µM | AID 588674 | 360,000 tested, 0.52% active;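 active = mean inhibition of at least 75% with every replicate also reaching 75%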;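 note: 0% = median of neutral control wells and 100% = pilot-screen positive control compound; some compounds past the cut are filed as inactive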
NR2E3 ag-2: agonists of human NR2E3 nuclear receptor; inhibition of corepressor binding, % at 3.98 µM; AID 602229; 360,000 tested, 0.35% active; Q9Y5X4; CHO-S Gal4-NCOR/VP16-NR2E3 two-hybrid, luciferase;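 active = inhibition above the mean of all tested compounds plus 3 SD, cut at about 70% in these data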;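 note: 0% = DMSO with NR2E3 transfected cells and 100% = cells lacking NR2E3 construct; higher means lower luciferase signal from less NR2E3 corepressor binding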
The depositor's hits bear a star; . = not tested or not shown.

SMILES	KKLEB cytotox	HIF-2a block	PDI turbidity	NR2E3 ag-1	Peg3 promoter	Vif inh	CF NFkB block	MITF TRPM1 inh	CaV13 FRET inh	Shn3 inh set2	NR2E3 ag-2
CSc1ccccc1NC(=O)CN(C)C(=O)c1cccc(S(=O)(=O)N(C)C)c1	3	14	7	1	6	-12	8	1	-3	13	-4
Cc1ccsc1/C=N/NC(=O)C1CC(=O)N(c2ccccc2)C1 (stereo not drawn)	0	9	11	2	-2	4	-1	2	-5	9	-29
COc1ccc(/C=C/C=C2\NC(=S)NC2=O)cc1	0	-53	-2	-3	-54	32	-19	4	-4	8	1
CN(C)CCNCCCNc1c2ccccc2nc2cccc([N+](=O)[O-])c12	-16	-17	-3	.	98*	-5	-75	103*	-12	11	-26
O=C1Nc2ccccc2C(=O)N2CCCCC12 (stereo not drawn)	0	12	0	0	-9	31	-3	11	-2	-7	-4
CC1=C(C(=O)N2CCOCC2)CC(CC(=O)NCC2CCCCC2)C(=O)N1Cc1ccc(C(C)(C)C)cc1 (stereo not drawn)	10	-15	.	.	9	-5	-40	.	-3	2	7
COc1ccc(CCN(C)C(=O)Cn2c(=O)oc3ccccc32)cc1OC	-8	0	6	-1	0	1	20	2	-4	3	-34
CCOC(=O)c1snc(C(=O)NC2CCCCC2)c1N	1	-289	-2	2	-293	3	8	-81	-7	-115	-76
Cc1ccc(C(=O)N2CCN(C(=O)CN3CCOCC3)C2)cc1	3	11	7	1	10	.	0	4	-1	7	-9
Cc1ccccc1NS(=O)(=O)c1ccc(C(=O)NN2CCCCC2)cc1	9	10	-4	-5	4	-1	-5	-1	-5	-5	-23
O=C(Cc1ccccc1)Nn1c(-c2ccccc2)nc2ccccc2c1=O	2	14	-2	0	21	3	0	7	-4	-14	5
COc1cc(OC)cc(C(=O)NC(=S)N2CCN(c3ccc(C(F)(F)F)cc3[N+](=O)[O-])CC2)c1	-15	23	-6	3	27	-4	1	-2	.	-4	-28
CN(CCOc1ccc(Cl)cc1)C(=O)c1cc(-c2ccco2)nc2ccccc12	-9	2	-8	4	64*	-3	-10	8	-6	3	9
O=C(NCCc1ccccc1)c1cccc(N2CCCC2=O)c1	-2	22	-8	-1	1	2	-2	21	.	11	-93
CCN(c1ccccc1)S(=O)(=O)c1ccc(C(=O)Nc2c(C)n(C)n(-c3ccccc3)c2=O)cc1	22	3	8	.	-5	-13	-11	-7	-6	19	16
CSc1nc(-c2ccccc2)nc(SC)c1C(C)=O	12	20	18	-1	32	.	6	16	-3	19	-28
Cc1noc(C)c1C(c1ccccc1)c1ccccc1	-5	8	-1	-2	15	-4	6	2	-3	7	-40
COc1ccc(N(C(=O)c2ccc(S(=O)(=O)N3CCOCC3)cc2)C2C=CS(=O)(=O)C2)cc1 (stereo not drawn)	-14	17	-3	0	10	1	8	-10	-15	-11	12
Cc1nc2ncnn2c(N2CCN(C(=O)c3cccc(F)c3)CC2)c1C	0	6	3	0	13	-6	-8	4	1	3	-9
CCC(=O)c1ccc2c(c1)OCCO2	1	-18	-3	-1	-1	-3	25	0	-4	-14	2
NS(=O)(=O)c1ccc(NC(=O)Cc2cccs2)cc1	4	12	-72	.	0	12	7	-5	-3	7	0
COCCNC(=O)CNC(=S)N(CCCN1CCOCC1)Cc1cccs1	2	9	7	3	7	8	-1	8	-20	13	-26
CCn1c(CCCOc2ccc(Cl)cc2Cl)n[nH]c1=S	6	-130	-11	-2	-113	2	-7	-23	-7	11	-21
COC(=O)c1ccc(COC(=O)Cc2n[nH]c(=O)c3ccccc23)cc1	-7	-87	-8	-1	-32	2	1	0	-4	0	-4
CCCCN(C(=O)CCC(=O)Nc1cc(C)on1)C(C(=O)NC1CCCC1)c1ccc(OC)cc1 (stereo not drawn)	10	11	-2	3	0	3	-8	24	-3	4	-21
COC(=O)COc1ccc(S(=O)(=O)NCc2ccccn2)cc1	26	5	7	-1	11	15	-20	6	-20	21	7
CC1CCc2c(sc(NC(=O)COC(=O)c3ccc(O)cc3)c2C#N)C1 (stereo not drawn)	4	-34	-4	0	-45	11	0	-4	0	-17	-31
COc1ccc(Nc2nc(C)cc(C)c2C(N)=O)cc1	7	9	-4	-1	20	4	-16	-27	.	1	-3
O=C(NC1CC1)c1cc(-c2ccco2)nc2ccccc12	0	19	-4	.	22	0	-4	9	.	-7	-13
CS(=O)(=O)Nc1ccc(C(=O)NCc2ccc3c(c2)OCO3)cc1	-10	22	3	0	10	-6	4	4	-5	-9	-13
Cc1ccc(-c2csc3nc(-c4ccncc4)[nH]c(=O)c23)cc1	0	-40	-8	1	-30	-13	-11	13	0	33	12
Cc1ccccc1CN1CCN(C(=O)c2cc(-c3ccncc3)nc3ccccc23)CC1	-1	-19	0	1	29	-5	10	4	.	18	-6
Fc1ccc(-n2cc(CNCCc3ccccn3)c(-c3ccccc3Cl)n2)cc1	-5	14	4	1	20	-6	4	-1	0	34	-27
CN1C(=O)/C(=N\OC(=O)c2cccc3ccccc23)c2ccccc21	-33	40	2	3	74*	7	8	37	-9	-3	-17
CCc1nnc(NC(=O)COc2ccc([N+](=O)[O-])cc2)s1	6	11	-4	-2	3	5	-24	7	-4	0	13
O=C(COc1ncnc2ccc(Br)cc12)NCc1ccc2c(c1)OCO2	-9	15	-1	0	12	-4	-12	4	.	-3	-6
O=C(Cn1cnc2c(OCc3ccccc3)ncnc21)NCCCc1ccccc1	-4	-21	-6	.	-18	4	20	-10	-9	-26	-2
NN=C(c1cccc([N+](=O)[O-])c1)c1cccc([N+](=O)[O-])c1	0	10	1	2	13	-10	0	.	-3	-11	-8
COc1ccc(CCNC(=O)COC(=O)c2cc(S(=O)(=O)N3CCCC3)ccc2O)cc1	18	0	6	2	5	1	-19	-5	-2	5	-8
O=C(O)/C=C/c1cnc2ccccc2c1	-11	9	8	2	-10	-10	-3	-9	-6	-17	-33
COc1ccc(-n2c(Cc3cccn3C)nnc2SCC(=O)Nc2ccc3c(c2)OCCO3)cc1	3	-11	.	4	4	-6	-5	10	-10	6	-32
CCOC(=O)c1c(NC(=O)Cn2cnc3scc(-c4ccc(C)cc4)c3c2=O)sc(C)c1C	-10	12	-4	-1	10	-4	10	-3	-9	10	10
Cn1c(=O)c2c(nc(NCCO)n2CCc2ccccc2)n(C)c1=O	-4	-14	-5	-2	15	-5	-8	17	-5	48	3
COC(=O)C1=C(C(=O)OC)[C@@H]2N(C)c3ccc(OC)cc3[C@@]23C[C@@H](C(=O)OC)N(C(=O)NC2CCCCC2)C3=N1	-1	13	4	1	8	10	8	6	-6	4	-39
CCCN1CCN(CCCNC(=O)Cn2nc(-c3ccc(C)cc3)ccc2=O)CC1	3	1	9	4	7	1	8	8	-6	-3	-12
Cc1cccc(C(=O)NNS(=O)(=O)c2ccccc2)c1O	3	8	7	7	9	3	0	-12	-4	4	9
CCCN1CCN(C(=S)Nc2ccc(SC(F)F)cc2)CC1	-4	-52	-12	0	-18	-2	13	2	.	23	-20
COc1cccc2c1OCC(C(=O)NCc1ccc(Cl)cc1Cl)=C2	5	-33	-14	3	-40	3	10	4	-5	6	-24
COc1ccc(/C=N/Nc2cc(N3CCCC3)nc(N3CCCC3)n2)cc1	-34	-15	-5	4	45	-4	19	-6	-2	78	-9
CCCCN1CC(C)(C)[C@H](CC(=O)Nc2ccc(Br)cc2)C1=O	13	-8	-1	.	-6	-1	-10	.	-5	18	-6
Cc1oc(-c2ccccc2F)nc1CN1CCC(C(=O)NCc2cccnc2)CC1	13	-6	6	-1	9	0	-13	5	.	11	-20
Cc1ccc(C)c(NC(=O)Cn2nc(-c3ccccc3)nc2-c2ccccc2)c1	-18	2	2	0	-4	2	5	-5	-6	2	-9
Cc1cc(NS(=O)(=O)c2ccccc2)cc(Cl)c1O	-5	14	18	-1	10	12	13	-11	-4	6	5
CCOc1ccc(-c2nn(-c3ccccc3)cc2/C=C2\SC(=S)N(C3CCS(=O)(=O)C3)C2=O)cc1 (stereo not drawn)	0	4	-1	1	0	5	-6	4	-6	-39	-10

15 successive entries out of the list so far, for reference:
SMILES	KKLEB cytotox	HIF-2a block	PDI turbidity	NR2E3 ag-1	Peg3 promoter	Vif inh	CF NFkB block	MITF TRPM1 inh	CaV13 FRET inh	Shn3 inh set2	NR2E3 ag-2
NN=C(c1cccc([N+](=O)[O-])c1)c1cccc([N+](=O)[O-])c1	0	10	1	2	13	-10	0	.	-3	-11	-8
COc1ccc(CCNC(=O)COC(=O)c2cc(S(=O)(=O)N3CCCC3)ccc2O)cc1	18	0	6	2	5	1	-19	-5	-2	5	-8
O=C(O)/C=C/c1cnc2ccccc2c1	-11	9	8	2	-10	-10	-3	-9	-6	-17	-33
COc1ccc(-n2c(Cc3cccn3C)nnc2SCC(=O)Nc2ccc3c(c2)OCCO3)cc1	3	-11	.	4	4	-6	-5	10	-10	6	-32
CCOC(=O)c1c(NC(=O)Cn2cnc3scc(-c4ccc(C)cc4)c3c2=O)sc(C)c1C	-10	12	-4	-1	10	-4	10	-3	-9	10	10
Cn1c(=O)c2c(nc(NCCO)n2CCc2ccccc2)n(C)c1=O	-4	-14	-5	-2	15	-5	-8	17	-5	48	3
COC(=O)C1=C(C(=O)OC)[C@@H]2N(C)c3ccc(OC)cc3[C@@]23C[C@@H](C(=O)OC)N(C(=O)NC2CCCCC2)C3=N1	-1	13	4	1	8	10	8	6	-6	4	-39
CCCN1CCN(CCCNC(=O)Cn2nc(-c3ccc(C)cc3)ccc2=O)CC1	3	1	9	4	7	1	8	8	-6	-3	-12
Cc1cccc(C(=O)NNS(=O)(=O)c2ccccc2)c1O	3	8	7	7	9	3	0	-12	-4	4	9
CCCN1CCN(C(=S)Nc2ccc(SC(F)F)cc2)CC1	-4	-52	-12	0	-18	-2	13	2	.	23	-20
COc1cccc2c1OCC(C(=O)NCc1ccc(Cl)cc1Cl)=C2	5	-33	-14	3	-40	3	10	4	-5	6	-24
COc1ccc(/C=N/Nc2cc(N3CCCC3)nc(N3CCCC3)n2)cc1	-34	-15	-5	4	45	-4	19	-6	-2	78	-9
CCCCN1CC(C)(C)[C@H](CC(=O)Nc2ccc(Br)cc2)C1=O	13	-8	-1	.	-6	-1	-10	.	-5	18	-6
Cc1oc(-c2ccccc2F)nc1CN1CCC(C(=O)NCc2cccnc2)CC1	13	-6	6	-1	9	0	-13	5	.	11	-20
Cc1ccc(C)c(NC(=O)Cn2nc(-c3ccccc3)nc2-c2ccccc2)c1	-18	2	2	0	-4	2	5	-5	-6	2	-9

Compounds as they come. About 3.3% of those tested had a hit in this group.
